Vif-A3G inh – qHTS for Inhibitors of Vif-A3G Interactions: qHTS; DNA dC->dU-editing enzyme APOBEC-3G (Homo sapiens), Q9HC16; HeLa A3G-eYFP + Vif (tagged APOBEC3G with the HIV-1 protein that degrades it), YFP fluorescence, overnight; Potency, µM (series often up to 46.1 µM), for inactives: at the highest dose activity, negative = active, actives largely listed as inhibitors; 0.076% of 410,000 active;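 also: % is scaled to controls: 0 for no effect and ±100 for the full control effect; nearly all actives have a fitted effect of over 60% in size; hits raise eYFP signal because A3G escapes Vif-driven loss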
Target sequence (Q9HC16 whole entry, looked up): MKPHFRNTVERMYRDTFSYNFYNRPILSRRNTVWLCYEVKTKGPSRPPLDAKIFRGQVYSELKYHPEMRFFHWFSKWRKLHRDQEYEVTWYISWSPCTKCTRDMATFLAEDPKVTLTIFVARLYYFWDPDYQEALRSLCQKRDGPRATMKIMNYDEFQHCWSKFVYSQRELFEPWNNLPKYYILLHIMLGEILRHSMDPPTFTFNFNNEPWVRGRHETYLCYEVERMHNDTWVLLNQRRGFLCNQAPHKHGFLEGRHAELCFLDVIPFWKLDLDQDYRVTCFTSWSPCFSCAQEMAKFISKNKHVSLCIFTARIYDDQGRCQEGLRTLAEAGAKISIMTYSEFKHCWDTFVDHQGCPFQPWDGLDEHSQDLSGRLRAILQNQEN
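HeLa cells stably expressing Vif and C-terminally eYFP-tagged A3G, seeded overnight at 37 deg C, then exposed to compound by pintool overnight at 37 deg C. Rise in yellow fluorescence (Ex 488/Em 500-530, Acumen) marks blocked Vif-driven A3G degradation.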
ALOX12 inh – Primary qHTS assay for inhibitors of human arachidonate 12S-lipoxygenase (ALOX12): Round 2. purified 12hLO, xylenol orange hydroperoxide absorbance. Potency, µM (top dose mostly 108 µM), without a hit: at the top dose activity change, negative = inhibition, usual class: inhibitors. 1.1% of 580,000 active. AID 1671190, 2021; also: % is scaled to controls: 0 for no effect and ±100 for the full control effect
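Hydroperoxide product was detected by ferrous iron/xylenol orange as the 573 to 405 nm absorbance ratio. Arachidonic acid at 40 uM (final) was turned over for 30 min at room temperature by 150 nM human 12hLO, pH 7.0 Hepes buffer, after 15 min compound preincubation.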
RGS4 inh – Inhibitors of Regulator of G Protein Signaling (RGS) 4: qHTS. Regulator of G-protein signaling 4 (Homo sapiens), P49798. Transcreener GDP fluorescence polarization, RGS4-accelerated GTP hydrolysis. Potency, µM (doses to about 114 µM), for inactives: at the highest dose activity change, negative = inhibition, most hits filed as inhibitors. 0.039% of 390,000 active. AID 504845, 2011; also: % is scaled to controls: 0 for no effect and ±100 for the full control effect; nearly all actives have a fitted effect of over 75% in size; some results filed as inactive show a strong effect at the top dose
Target sequence (P49798 whole entry, looked up): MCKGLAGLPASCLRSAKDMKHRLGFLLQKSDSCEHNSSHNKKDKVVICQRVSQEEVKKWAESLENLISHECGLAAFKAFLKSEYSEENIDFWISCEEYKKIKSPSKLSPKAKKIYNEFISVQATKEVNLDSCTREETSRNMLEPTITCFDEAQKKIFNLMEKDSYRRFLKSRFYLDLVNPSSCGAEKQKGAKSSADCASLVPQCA
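MLSMR compounds (23 nl, pin-transferred) preincubated 10 min at room temperature with a 500nM (2x) first reagent, then RGS4 at 900nM (2x) plus Transcreener GDP mix added; fluorescence polarization (620/688 nm) read before and after 90 min at 30 °C.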
Vif-A3F inh – qHTS for Inhibitors of Vif-A3F Interactions: qHTS | HeLa A3F-eYFP + Vif (tagged APOBEC3F with the HIV-1 protein that degrades it), YFP fluorescence increase | Potency, µM (top dose mostly 46.1 µM), without a hit: at the highest dose activity, negative = active | 0.2% of 390,000 active; also: % of control where 0% means no effect; nearly all actives have a fitted effect of over 65% in size
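Fluorescence increase (Ex 488/Em 500-530) after overnight compound treatment at 37 deg C flags inhibition of Vif-driven A3F-eYFP loss in stable HeLa A3F-eYFP/Vif cells seeded overnight beforehand.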
IDH1 R132H inh – qHTS for Inhibitors of mutant isocitrate dehydrogenase 1 (IDH1): qHTS | 0.093% of 390,000 active | Isocitrate dehydrogenase [NADP] cytoplasmic (Homo sapiens), O75874 | IDH1-R132H enzyme, NADPH consumption, diaphorase/resazurin fluorescence | Potency, µM (top dose mostly 76.6 µM), for the others: at the top dose activity change, negative = inhibition, usual class: inhibitors; also: % is scaled to controls: 0 for no effect and ±100 for the full control effect; nearly all actives have a fitted effect of over 65% in size
Target sequence (O75874 whole entry R132H, stated change not applied): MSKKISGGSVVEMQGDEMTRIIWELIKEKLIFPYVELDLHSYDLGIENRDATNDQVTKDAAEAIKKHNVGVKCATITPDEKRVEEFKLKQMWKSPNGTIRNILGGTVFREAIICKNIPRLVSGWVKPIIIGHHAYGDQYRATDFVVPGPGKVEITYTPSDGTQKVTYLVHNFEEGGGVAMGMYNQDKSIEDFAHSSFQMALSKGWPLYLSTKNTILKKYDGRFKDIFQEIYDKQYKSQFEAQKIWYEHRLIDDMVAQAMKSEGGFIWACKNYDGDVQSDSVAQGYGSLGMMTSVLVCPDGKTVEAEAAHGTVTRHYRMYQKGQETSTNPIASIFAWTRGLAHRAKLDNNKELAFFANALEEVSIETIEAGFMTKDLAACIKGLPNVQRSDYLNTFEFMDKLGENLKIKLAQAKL
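IDH1-R132H (0.5 ug/mL dispensed) in pH 7.5 Tris buffer was preincubated 30 min with compound, then given a substrate mix of 0.016 mM NADPH and 2 mM alpha-KG for 80 min at room temperature; remaining NADPH was read by diaphorase/resazurin fluorescence.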
TrxR1 inh – qHTS Assay for Inhibitors of Mammalian Selenoprotein Thioredoxin Reductase 1 (TrxR1): qHTS. 1% of 390,000 active. Potency, µM (titrated, usually from 114 µM), without a hit: at the top dose activity change, negative = inhibition, hits mostly inhibitors. recombinant rTrxR1, NADPH fluorescence consumption, selenite substrate. AID 588453, 2011. Thioredoxin reductase 1, cytoplasmic (Rattus norvegicus), O89049; also: % is scaled to controls: 0 for no effect and ±100 for the full control effect; nearly all actives have a fitted effect of over 65% in size
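Rat TrxR1 (90 nM in the dispensed reagent) was pre-reduced with 400 uM NADPH for 5 min at room temperature, then incubated with compound for 15 min. After 400 uM selenite was added, NADPH fluorescence (Ex 340/Em 450 nm) was followed for 8 min.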
RXFP1 agonist – qHTS Assay for Agonists of the Relaxin Receptor RXFP1; Potency, µM (titrated, usually from 57.5 µM), without a hit: at the highest dose activation, hits mostly activators; 0.3% of 370,000 active; AID 2676, 2010; Relaxin receptor 1 (Homo sapiens), Q9HBX9; HEK293T-RXFP1 cAMP TR-FRET, 30 min; response scale: percent of porcine relaxin response, buffer zero; also: % is scaled to controls: 0 for no effect and ±100 for the full control effect; nearly all actives have a fitted effect of over 60% in size; many of its hits are not listed in these tables
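HEK293 cells stably expressing RXFP1, treated 30 min at 37C with compounds plus PDE4 inhibitor Ro 20174; cAMP measured by HTRF TR-FRET. Normalized to buffer and 29 nM porcine relaxin; EC50 by Hill fit.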
TrxR1 substrate – qHTS Assay for Substrates of Mammalian Selenoprotein Thioredoxin Reductase 1 (TrxR1): qHTS; Thioredoxin reductase 1, cytoplasmic (Rattus norvegicus), O89049; purified TrxR1 substrate turnover, NADPH consumption readout; Potency, µM (titrated, usually from 114 µM), without a hit: at the highest dose activity change, negative = substrate turnover; 0.01% of 390,000 active; also: % is scaled to controls: 0 for no effect and ±100 for the full control effect; nearly all actives have a fitted effect of over 50% in size
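Rat TrxR1, dispensed at 90 nM, was prereduced with 400 uM NADPH (final) for 5 min at ~22 deg C, then incubated with compound 15 min before 400 uM selenite. A first-read NADPH fluorescence drop versus no-compound background flagged substrates.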
USP1 inh – Inhibitors of USP1/UAF1: Primary Screen; Potency, µM (titrated, usually from 57.1 µM), without a hit: top-dose activity change, negative = inhibition, most hits filed as inhibitors; 0.23% of 390,000 active; recombinant USP1/UAF1, Ub-Rhodamine cleavage fluorescence; also: % is scaled to controls: 0 for no effect and ±100 for the full control effect; nearly all actives have a fitted effect of over 60% in size; inactives centre near -12
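In this screen, compounds sit with the deubiquitinase complex (1nM) for 15 min at room temperature before Ub-Rho is added at 150nM final. Fluorescence rise is then followed for 6 reads every 60 seconds.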
Numbers without * were called inactive; ? = inconclusive; · = no result given; & = joins results of further samples; [ ] = dose if it differs, or a comment. Calls follow the shape of the dose curve; as a rule, active = well fitted curve in the direction sought with a large enough effect; inconclusive = small, poorly fitted or top-dose-only effect, or another doubt; inactive = no such curve, though single readings can be large; an effect the other way counts as inactive or inconclusive. Potency is read from the fitted curve at half-maximal effect. Not all compounds are listed; count on the stated rates, not on these rows.

SMILES	Vif-A3G inh	ALOX12 inh	RGS4 inh	Vif-A3F inh	IDH1 R132H inh	TrxR1 inh	RXFP1 agonist	TrxR1 substrate	USP1 inh
COc1ccc(S(=O)(=O)N2c3ccccc3OCC2CC(=O)O)cc1 (configuration not stated)	?	60%[activator]	-48%	0%	13%	24%	2.8%	9%	-20%
C=CCN(C)NC(=S)Nc1ccccc1	1%	10%	1%	-2%	-4%	5%	0.0%	10%	-20%
O=C(COC(=O)c1ccc(O)cc1O)NC1CCCCCC1	4%	290%[activator]	15%	1%	3%	28%	-1.5%	-2%	-11%
COc1ccc(C(C)=O)c(Oc2cc(NN3CCCCC3)c([N+](=O)[O-])cc2[N+](=O)[O-])c1	0%	?	-10%	-12%	-2%	2%	-2.3%	-4%	-4%
Cn1ccc(C(=O)NC(=S)Nc2ccc([N+](=O)[O-])cc2O)n1	-16%	196%[activator]	-27%	-8%	12%	-32%	0.7%	-15%	-24%
O=C(Nc1cccc(Cl)c1)c1ccc(F)c(S(=O)(=O)NCc2ccc3c(c2)OCO3)c1	-7%	-19%	-50%	6%	1%	25%	-0.6%	8%	-21%
COc1ccc2nc(NC(=O)c3ccoc3C)sc2c1	0%	-1%	6%	-17%	-5%	34%	0.3%	46%[activator]	-7%
CC1=C(C(=O)OCC2CCCCC2)C(c2ccc(O)cc2)NC(=O)N1 (configuration not stated)	3%	?	12%	-42%	2%	14%	-18%	7%[57.1 µM]	-16%
N#Cc1c(NC(=O)c2cccc(S(=O)(=O)Nc3ccc(C(=O)O)cc3)c2)sc2c1CCCC2	-4%	?	-36%	0%	-7%	9%	3.3%	-1%	-26%
C=CCNC(=O)C(=O)NN=C1CCN(C)CC1	-5%	14%	4%	-9%	-4%	25%	-0.1%	9%	?
Cc1ccc(S(=O)(=O)Cn2nnnc2C(C)N2CCN(C(=O)c3ccco3)CC2)cc1 (configuration not stated)	-5%	?	-13%	-8%	1%	-22%	0.3%	12%	-24%
Cc1cccc(NC(=O)CCc2ccc(C)o2)c1	-4%	?	-21%	-7%	1%	?	1.0%	4%[57.1 µM]	-2%
CC1(C)Cc2c(c(N3CCCC3)nc3sc4c(N5CCNCC5)ncnc4c23)CO1	-1%	·	7%	-8%	6%	24%	-0.8%	10%	-20%
CC(=O)Nc1c(C)nn(-c2ccccc2)c1N1CCC(C(=O)Nc2ccccc2F)CC1	5%	-29%	-13%	0%	-14%	18%[57.1 µM]	3.0%	0%[57.1 µM]	-14%
CCn1c([N+](=O)[O-])nc2c1c(=O)[nH]c(=O)n2C	-4%	-16%	-74%[56.9 µM]	3%	25%	?	1.8%	-1%	-18%
CCc1ccc(C(=O)c2cn(CC(=O)NCCc3ccc(OC)c(OC)c3)c3nc(C)ccc3c2=O)cc1	-4%	-29%	7%	-1%	23%	-10%[57.1 µM]	0.5%	-6%[57.1 µM]	-1%
O=C(c1ccc(=O)[nH]c1)N(Cc1ccco1)C1(C(=O)NC2CCCCC2)CCCCC1	1%	-26%	-12%	-6%	4%	-12%	-1.0%	-6%	-16%
CCOc1ccc(CCNC(=O)C2CCC(=O)N2CCc2ccccc2)cc1OCC (configuration not stated)	3%	18%	9%	-14%	1%	11%[57.1 µM]	1.4%	5%[57.1 µM]	-13%
N#Cc1cn(Cc2ccccc2)c2ccccc12	-9%	-16%	-18%	·	2%	12%	1.9%	-1%	-8%
COc1cccc(CN2CCN(Cc3nc(C(C)C)cs3)CC2CCO)c1 (configuration not stated)	6%	0%	-19%	6%	2%	2%[57.1 µM]	1.1%	6%[57.1 µM]	-19%
CCn1c(SCC(=O)NC2CCCC2)nnc1C(C)C	3%	13%	-5%	12%	-5%	7%	-0.8%	-6%	-7%
COC(=O)C1=C(C)NC(C)=C(C(=O)OC)C1c1cc2ccc(C)cc2[nH]c1=O	?	0%	-5%[56.9 µM]	2%	10%	-16%	1.5%	13%	-13%
O=C(CC12CC3CC(C1)CC(CC(=O)N1CCCC1)(C3)C2)N1CCCC1	4%	-1%	4%	-20%	1%	11%	-0.8%	1%	-8%
CCC(C)[C@H](NC(=O)NCCCn1ccnc1)C(=O)OC (some centres not stated)	1%	-20%	13%	-1%	1%	-4%	0.0%	-8%	6%
Oc1ccc(-c2nccc(-c3ccc(F)cc3)n2)cc1	-14%	0%	-5%	0%	12%	8%	3.7%	-1%	-34%

Entries of single compounds from above. Screens in order: Vif-A3G inh, ALOX12 inh, RGS4 inh, Vif-A3F inh, IDH1 R132H inh, TrxR1 inh, RXFP1 agonist, TrxR1 substrate, USP1 inh
Record of CCn1c(SCC(=O)NC2CCCC2)nnc1C(C)C → 3%, 13%, -5%, 12%, -5%, 7%, -0.8%, -6%, -7%
Record of Cc1cccc(NC(=O)CCc2ccc(C)o2)c1 → -4%, ?, -21%, -7%, 1%, ?, 1.0%, 4%[57.1 µM], -2%

Next section
SMILES	Vif-A3G inh	ALOX12 inh	RGS4 inh	Vif-A3F inh	IDH1 R132H inh	TrxR1 inh	RXFP1 agonist	TrxR1 substrate	USP1 inh
COC1=CCC2([N+](=O)[O-])CN(CCO)CC1([N+](=O)[O-])C2 (configuration not stated)	1%	4%	8%	1%	-7%	-20%	0.0%	-12%	2%
COc1cc(Cl)c(C)cc1NC(=O)Cc1ccc(OC)c(OC)c1	-4%	-13%	-28%	-10%	-6%	13%[57.1 µM]	0.3%	-2%	-4%
O=C1CCCC2=C1C(c1cccs1)Nc1ccc3ncccc3c12 (configuration not stated)	?	-8%	-18%	-11%	4%	1%	1.9%	6%	-16%
CCCn1c(=O)c(C(=O)NCCCc2ccccc2)c(O)c2ccccc21	-6%	10%	9%	1%	-6%	10%	3.9%	-3%	-10%
O=C(NCCCN1CCCC1=O)C(=O)Nc1cccc(F)c1	0%	-5%	-13%	3%	1%	12%[57.1 µM]	1.1%	5%	-12%
COc1cc(NC(=O)c2cc([N+](=O)[O-])ccc2NC(=O)CNCc2ccccn2)cc(OC)c1	-18%	19%	?	-17%	8%	21%[57.1 µM]	0.3%	7%[57.1 µM]	-28%
CCc1c(CN2CCN(c3ccccc3F)CC2)csc1C	-5%	?	-10%	-10%	12%	13%	5.4%	0%	-14%
CCOc1ccc(-c2nc3c(C#N)c[nH]n3c2NC2CCCC2)cc1	-11%	6%	-2%	6%	-23%	16%	0.7%	0%	-21%
Cn1c(COc2ccc(Cl)cc2)nnc1SCc1ncc(-c2ccccc2)o1	-6%	-20%	0%	-11%	0%	-25%	3.6%	-9%	-9%
CC(C)(C)OC(=O)N1CCCC(C(=O)CC#N)C1 (configuration not stated)	0%	0%	-14%	-9%	-4%	-10%	0.0%	-13%	-4%
Cc1c(C(=O)N(CCC#N)c2ccccc2)sc2nc3n(c(=O)c12)CCCC3	2%	-6%&-1%	-20%[56.9 µM]	6%	-4%	17%[57.1 µM]	5.8%	4%[57.1 µM]	-26%
Cc1cccc(/C=C2\Sc3ccc(C(=O)N4CCC(C(N)=O)CC4)cc3N(C)C2=O)c1	-10%	?	17%	-1%	0%	33%	7.4%	6%	-18%
COCCCn1c(=O)c2ccccc2n(Cc2ccccc2C)c1=O	-12%	-6%	-32%	-8%	0%	1%[57.1 µM]	4.4%	2%[57.1 µM]	-3%
O=C(CCC(=O)N1CC2CCCN2c2ccccc21)NCc1ccccc1Cl (configuration not stated)	-2%	?	-29%	-7%	-7%	23%[57.1 µM]	-1.3%	1%[57.1 µM]	-13%
O=C(O)C1C2C=CC(C2)C1C(=O)OCC1CCCO1 (configuration not stated)	5%	5%	15%	-3%	-1%	-15%	-1.3%	-6%	3%
CCCCn1c(N)c(C(=S)NC(=O)CC(C)C)c(=O)n(C)c1=O	-5%	·	-8%	-16%	12%	56µM*	0.1%	5%	-17%
Cc1cc(NC(=O)NCc2ccccc2)c(=O)n(Cc2ccccc2F)c1	-3%	10%	30%	-7%	-1%	6%	1.1%	10%[11.4 µM]	-11%
COc1ccc(C2C(C(=O)N3CCCCC3)CCC(=O)N2c2cc(OC)c(OC)c(OC)c2)cc1 (configuration not stated)	0%	·	-8%	0%	8%	22%	2.9%	8%	-23%
O=C(O)c1cc(N/C(=N\S(=O)(=O)c2ccc(F)cc2)c2ccccc2)ccc1O	1%	-22%	-5%	1%	7%	-11%	0.1%	-7%	-18%
Clc1ccc(N2CCOCC2)nn1	0%	1%	?	15%	-11%	11%[57.1 µM]	0.6%	9%	-12%
COc1ccc(CNC(=O)C(CCSC)NS(=O)(=O)c2ccccc2F)cc1 (configuration not stated)	0%	-14%	0%	2%	1%	14%	2.0%	8%	-24%
COc1ccc(NC(=O)c2oc3ccccc3c2NC(=O)Cc2cccs2)cc1	-2%	-2%	0%	-2%	8%	7%	-1.8%	49%[activator]	-8%
